SRC3 inh = SRC3 coactivator transcriptional activity inhibitors, primary screen, cell-based, luminescence; Nuclear receptor coactivator 3 (Homo sapiens), Q9Y6Q9; HEK293 GAL4-SRC3 luciferase reporter; inhibition, % at 3.6 µM; 0.17% of 360,000 active;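 active = inhibition above a per-campaign cutoff, the mean of all compounds plus 3 SD, cut at about 60% in these data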;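 also: 0% = DMSO-treated cells and 100% = gossypol-treated cells at 36 µM; higher means less SRC3-driven luciferase light from the GAL4 reporter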
Target sequence (Q9Y6Q9 whole entry, looked up, the tested form may be a part): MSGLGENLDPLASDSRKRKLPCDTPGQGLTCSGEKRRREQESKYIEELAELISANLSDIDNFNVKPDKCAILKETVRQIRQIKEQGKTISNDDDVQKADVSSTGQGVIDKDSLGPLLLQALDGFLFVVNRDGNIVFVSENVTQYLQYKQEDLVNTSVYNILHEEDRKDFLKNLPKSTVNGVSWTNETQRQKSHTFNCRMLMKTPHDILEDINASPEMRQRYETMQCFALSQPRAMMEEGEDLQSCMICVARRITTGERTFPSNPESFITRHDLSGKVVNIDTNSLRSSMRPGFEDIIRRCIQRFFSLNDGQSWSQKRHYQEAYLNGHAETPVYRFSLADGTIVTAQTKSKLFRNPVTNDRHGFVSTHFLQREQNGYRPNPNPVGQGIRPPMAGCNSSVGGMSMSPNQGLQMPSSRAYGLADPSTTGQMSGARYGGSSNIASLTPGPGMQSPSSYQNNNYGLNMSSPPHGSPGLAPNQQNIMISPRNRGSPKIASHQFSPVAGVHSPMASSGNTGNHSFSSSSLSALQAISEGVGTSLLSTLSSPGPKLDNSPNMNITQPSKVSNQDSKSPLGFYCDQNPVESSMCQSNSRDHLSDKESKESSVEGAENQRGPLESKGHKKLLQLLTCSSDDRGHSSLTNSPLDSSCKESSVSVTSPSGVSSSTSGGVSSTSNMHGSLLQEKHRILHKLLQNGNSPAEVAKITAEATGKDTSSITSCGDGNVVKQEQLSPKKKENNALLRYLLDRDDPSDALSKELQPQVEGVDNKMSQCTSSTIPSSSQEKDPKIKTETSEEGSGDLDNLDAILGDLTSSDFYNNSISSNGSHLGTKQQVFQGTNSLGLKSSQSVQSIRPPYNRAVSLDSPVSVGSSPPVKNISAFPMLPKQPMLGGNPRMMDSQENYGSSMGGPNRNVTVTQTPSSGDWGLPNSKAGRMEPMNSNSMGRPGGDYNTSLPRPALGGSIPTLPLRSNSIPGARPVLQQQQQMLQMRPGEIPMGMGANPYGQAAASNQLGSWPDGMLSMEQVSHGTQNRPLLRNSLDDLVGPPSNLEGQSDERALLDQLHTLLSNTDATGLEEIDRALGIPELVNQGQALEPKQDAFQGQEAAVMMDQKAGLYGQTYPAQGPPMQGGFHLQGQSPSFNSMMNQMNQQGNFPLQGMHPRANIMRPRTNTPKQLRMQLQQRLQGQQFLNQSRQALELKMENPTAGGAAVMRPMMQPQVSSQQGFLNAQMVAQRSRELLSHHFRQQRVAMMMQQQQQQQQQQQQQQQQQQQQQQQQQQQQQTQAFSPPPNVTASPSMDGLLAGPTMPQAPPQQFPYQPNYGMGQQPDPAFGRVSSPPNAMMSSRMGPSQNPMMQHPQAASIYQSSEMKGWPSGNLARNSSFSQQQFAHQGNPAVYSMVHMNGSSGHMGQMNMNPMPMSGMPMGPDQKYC
LMP1 NFkB inh = EBV LMP1-driven NF-kappaB luciferase reporter inhibitors, primary screen, cell-based, luminescence, single point. LMP1-induced NF-kappaB luciferase reporter cells. inhibition, % at 12.5 µM. 0.69% of 350,000 active. AID 504558, 2011; in the data active = inhibition above about 41%;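 also: 0% = neutral control wells and 100% = reference inhibitor control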
TWEAK Fn14 block = inhibitors of TWEAK-Fn14 signaling, primary screen, luciferase reporter cells, uHTS; TWEAK-stimulated Fn14 reporter cells, luciferase luminescence, 8 h; inhibition, % at 10 µM; 2% of 360,000 active; AID 1159606, 2016; in the data active = inhibition above about 50%
COUP-TFII inh = NR2F2 transcriptional activity inhibitors, primary screen, cell-based, luciferase reporter, HEK293T, luminescence | HEK293T NGFI-A luciferase reporter | inhibition, % at 8.6 µM | 0.7% of 370,000 active | AID 686940, 2013;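 active = inhibition above a per-plate cutoff, mean inhibition of test wells between control levels plus 3 SD, cut at about 38% in these data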;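 also: cells cotransfected with COUP-TFII expression vector driving the NGFI-A reporter; 0% = median of COUP-TF2 test wells and 100% = reporter-only cells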
NR5A2 inv ag = LRH-1 (NR5A2) inverse agonists, primary screen, cell-based, luminescence, HEK293T, StAR-luciferase reporter. 0.13% of 360,000 active. inhibition, % at 3.6 µM. Nuclear receptor subfamily 5 group A member 2 (Homo sapiens), O00482. AID 602396, 2012. LRH-1 transfected, 24 h;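 active = inhibition above the mean inhibition of all tested compounds plus 3 SD, cut at about 73% in these data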;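 also: 0% = DMSO wells and 100% = reporter-only cells lacking LRH-1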
Shn3 inh set2 = reduction of Shn3 3'UTR firefly luciferase signal, primary screen, Schnurri-3 inhibitor project, cell-based, Clone20 osteoblasts, set 2; 0.52% of 360,000 active; AID 588674, 2011; Clone20 osteoblast Shn3 3'UTR firefly luciferase, 24 h; inhibition, % at 12.5 µM;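 active = mean inhibition of at least 75% with every replicate also reaching 75%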;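 also: 0% = median of neutral control wells and 100% = pilot-screen positive control compound; some compounds past the cut are filed as inactive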
TROY NFkB inh = inhibitors of TROY-driven NF-kB signaling, primary screen, Q293 LMP1-TROYcd cells, NF-kB luciferase, uHTS | Q293 LMP1-TROYcd NF-kB luciferase reporter, 4 h | inhibition, % at 10 µM | 0.98% of 360,000 active | AID 1347056, 2019;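 active = compounds whose plate-normalised and pattern-corrected inhibition of the luciferase reporter signal at the single screening dose is 50% or more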
TRAIL sens C8 = viability loss with TRAIL in NB7+C8 cells, primary screen, TRAIL sensitizer project, cell-based, ATPlite luminescence; inhibition (viability loss, TRAIL sensitization), % at 10 µM; 1% of 360,000 active; AID 624354, 2012;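 active = compounds causing at least 50% loss of cell viability in the single-dose screen, relative to plate controls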
NCOA1 inh = SRC1 coactivator transcriptional activity inhibitors, primary screen, cell-based, luminescence. Nuclear receptor coactivator 1 (Homo sapiens), Q15788. 0.12% of 360,000 active. HEK293 GAL4-SRC1 luciferase reporter. inhibition, % at 3.6 µM. AID 588354, 2011;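 active = inhibition above the campaign mean plus 3 SD, with each screening campaign given its own cutoff, cut at about 60% in these data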;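 also: 0% = DMSO treated cells and 100% = gossypol at 36 µM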
CF NFkB block = inhibitors of PAF-induced NF-kB signaling, primary screen, cell-based, GFP fluorescence, uHTS. KKLEB NF-kB-GFP reporter, GFP fluorescence overnight. inhibition, % at 5 µM. 0.86% of 360,000 active;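 active = at least 50% inhibition at 5 µM, scaled per plate between neutral and stimulator controls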;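 also: PAF is a Pseudomonas aeruginosa culture filtrate used as stimulus; plate controls were PAF-stimulated DMSO wells for no effect and unstimulated DMSO wells for full effect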
KKLEB cytotox = cytotoxicity in KKLEB CF airway cells, primary screen, cytotoxicity control for CF NF-kB inhibitor project, cell-based, uHTS, fluorescence assay plates; KKLEB CF airway cells viability, ATPlite luminescence, overnight; active compounds read low; cells stimulated with P. aeruginosa culture filtrate; activity change (cytotoxicity), % at 5 µM; 0.36% of 360,000 active;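 active = corrected activity change at or below -50% at 5 µM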
The depositor's hits bear a star; / = not tested or not shown.

Sample of the layout, nine compounds:
nr	SMILES	SRC3 inh	LMP1 NFkB inh	TWEAK Fn14 block	COUP-TFII inh	NR5A2 inv ag	Shn3 inh set2	TROY NFkB inh	TRAIL sens C8	NCOA1 inh	CF NFkB block	KKLEB cytotox
1	CN1CCN(c2nc(-c3ccc(C(C)(C)C)cc3)nc3ccccc23)CC1	-23	-2	85*	-6	-12	7	78*	71*	5	21	-38
2	Cc1nc(N)nc(N)c1-c1ccc([N+](=O)[O-])cc1	5	-2	6	-14	-11	32	3	75*	-11	-14	-9
3	C/C(Cc1ccccc1)=N\NC(=O)CNC(=O)c1cccc(Br)c1	-13	-3	7	-3	4	8	-10	-7	-2	3	1
4	O=C(NCC1OCCc2ccccc21)c1cc(COc2ccc(F)cc2Cl)on1 (stereo unspecified)	1	-6	-7	-11	-6	0	7	5	9	9	-36
5	CC(=O)c1c(C)n([O-])c2cc(F)c(F)cc2[n+]1=O	19	6	-9	7	-13	1	-9	-24	-10	-14	-2
6	COc1ccc(C(=O)c2c(C)c3cc(C)ccc3n2CC(O)CN2CCOCC2)cc1 (stereo unspecified)	-7	-2	-2	23	-9	9	14	-13	-6	-4	0
7	O=C(NC(c1ccccc1)c1ccc2ccccc2n1)C1CCN(Cc2cccc(C(F)(F)F)c2)CC1 (stereo unspecified)	7	/	18	5	-2	5	44	1	1	-13	5
8	Cc1nc2ccc(NC(=O)c3ccc(Cl)c(S(=O)(=O)N(C)c4ccccc4)c3)cc2s1	49	23	96*	-3	2	76	56*	27	27	-12	16
9	CC(C)(C)NC(=O)CN(C(=O)C(=O)Nc1ccc2c(c1)OCCO2)C1CCCC1	-49	1	6	0	-12	-3	15	9	-17	-1	12

The listing, previewed entries included:
nr	SMILES	SRC3 inh	LMP1 NFkB inh	TWEAK Fn14 block	COUP-TFII inh	NR5A2 inv ag	Shn3 inh set2	TROY NFkB inh	TRAIL sens C8	NCOA1 inh	CF NFkB block	KKLEB cytotox
1	CN1CCN(c2nc(-c3ccc(C(C)(C)C)cc3)nc3ccccc23)CC1	-23	-2	85*	-6	-12	7	78*	71*	5	21	-38
2	Cc1nc(N)nc(N)c1-c1ccc([N+](=O)[O-])cc1	5	-2	6	-14	-11	32	3	75*	-11	-14	-9
3	C/C(Cc1ccccc1)=N\NC(=O)CNC(=O)c1cccc(Br)c1	-13	-3	7	-3	4	8	-10	-7	-2	3	1
4	O=C(NCC1OCCc2ccccc21)c1cc(COc2ccc(F)cc2Cl)on1 (stereo unspecified)	1	-6	-7	-11	-6	0	7	5	9	9	-36
5	CC(=O)c1c(C)n([O-])c2cc(F)c(F)cc2[n+]1=O	19	6	-9	7	-13	1	-9	-24	-10	-14	-2
6	COc1ccc(C(=O)c2c(C)c3cc(C)ccc3n2CC(O)CN2CCOCC2)cc1 (stereo unspecified)	-7	-2	-2	23	-9	9	14	-13	-6	-4	0
7	O=C(NC(c1ccccc1)c1ccc2ccccc2n1)C1CCN(Cc2cccc(C(F)(F)F)c2)CC1 (stereo unspecified)	7	/	18	5	-2	5	44	1	1	-13	5
8	Cc1nc2ccc(NC(=O)c3ccc(Cl)c(S(=O)(=O)N(C)c4ccccc4)c3)cc2s1	49	23	96*	-3	2	76	56*	27	27	-12	16
9	CC(C)(C)NC(=O)CN(C(=O)C(=O)Nc1ccc2c(c1)OCCO2)C1CCCC1	-49	1	6	0	-12	-3	15	9	-17	-1	12
10	CCOC(=O)c1sc2nccc(N(C)C)c2c1N=CNOC	11	-2	13	-3	14	5	-15	6	-4	-5	4
11	CC1(C(=O)NCc2ccc(F)c(F)c2)Cc2c(-c3ccc4c(c3)OCO4)ccnc2O1 (stereo unspecified)	-6	/	-5	4	17	9	-7	1	-9	-16	-4
12	Cc1nc(-c2ccc(Cl)cc2)sc1C1(C)CC(c2cccc(F)c2)=NO1 (stereo unspecified)	-29	-6	-30	8	-15	-46	-2	8	-20	-24	-6
13	Fc1ccc(Cn2nnnc2C(c2ccc(Cl)cc2)N2CCSCC2)cc1 (stereo unspecified)	3	3	6	-15	-2	-9	2	6	10	14	-7
14	Cn1cccc1C(=O)OCC(=O)c1c[nH]c2ccccc12	-81	-23	-19	-38	-153	-128	-44	18	-96	-22	8
15	Cc1cc(C)nc(N2CCC(C(=O)NNC(=O)Cc3ccccc3)CC2)n1	0	1	2	-17	11	8	-8	8	-5	-11	0
16	O=Cc1cn[nH]c1-c1ccccc1	11	-3	4	10	-3	9	22	-2	2	6	-10
17	Cc1ccc(N/N=C/c2ccc(N3CCOCC3)cc2)cc1C	-22	-1	-8	-17	-35	-27	-12	2	-50	-12	7
18	O=C(O)CC(NC(=O)Nc1ccccc1)c1ccc(OC2CCCC2)cc1 (stereo unspecified)	-3	3	10	2	11	-2	-6	0	-21	1	12
19	CCN(CC)C(=O)CSc1nc(OC)cc(=O)[nH]1	14	6	-30	1	11	-6	3	-11	3	-9	3
20	CCOc1ccc(CCNC(=O)C2CC=CCC2C(=O)OC(C)C)cc1OCC (stereo unspecified)	13	-5	3	8	14	6	22	6	-41	-7	-11
21	CCN(C(=O)COC(=O)Cc1ccc(F)cc1)c1c(N)n(Cc2ccccc2)c(=O)[nH]c1=O	0	-2	6	2	-20	-3	6	-12	-2	-4	1
22	Cc1nn(Cc2cccc(C(=O)Nn3cc([N+](=O)[O-])cn3)c2)c(C)c1[N+](=O)[O-]	-21	-1	-20	-4	15	-17	12	-6	-17	21	8
23	COc1cccc(C(=O)OCC(=O)N2CCC(Cc3ccccc3)CC2)c1OC	-6	0	-8	-4	11	20	3	-10	-18	5	-2
24	COc1ccc(CNc2ncnc3sccc23)cc1OC	21	13	19	48*	40	82	14	15	-7	4	-2
25	O=C(NCc1ccco1)C1CCCN1S(=O)(=O)c1ccc2ccccc2c1 (stereo unspecified)	-4	2	3	16	7	-4	-2	-8	-7	-8	-18
26	COc1cc(C2NC(=O)c3ccccc3O2)cc(OC)c1OC (stereo unspecified)	2	12	-4	9	7	-35	-6	-7	-12	5	-4
27	O=C(c1cccs1)N1CCCC(c2nc3c(nnn3Cc3cccc(Cl)c3)c(=O)[nH]2)C1 (stereo unspecified)	7	-6	8	2	-3	4	-3	0	-72	4	-6
28	O=C(/C=C/c1ccc(Br)o1)Nc1nccs1	-81	-33	-37	-28	-118	-60	-24	16	-92	8	-9
29	Cc1cccc(C)c1NC(=O)CN1CCN(C(=O)c2ccc(OCc3cn4ccccc4n3)cc2)CC1	-15	-3	7	-15	14	-2	9	2	-35	5	-19
30	COCCCNC(=S)NNC(=O)c1ccc(S(=O)(=O)N2CCC(C)CC2)cc1	15	-6	-11	14	-4	-10	-3	1	-6	26	-7

nr	SMILES	SRC3 inh	LMP1 NFkB inh	TWEAK Fn14 block	COUP-TFII inh	NR5A2 inv ag	Shn3 inh set2	TROY NFkB inh	TRAIL sens C8	NCOA1 inh	CF NFkB block	KKLEB cytotox
31	CCN(CC)CCc1c(C)[nH]c(C(=O)OCc2ccccc2)c1C	20	4	6	18	16	4	14	-2	8	6	6
32	CCOc1ccc2cc(C3CC(c4ccco4)=NN3S(C)(=O)=O)c(=O)[nH]c2c1 (stereo unspecified)	6	8	16	9	6	-9	44	-16	1	15	0
33	CCC(=O)Nc1nc(C)c(-c2csc(Nc3ccc(C(=O)O)cc3)n2)s1	12	1	1	-14	-11	-22	-33	-8	-7	-1	4
34	COc1ccc([N+](=O)[O-])cc1-n1cnnn1	1	-5	-3	-12	6	2	-9	3	-36	-2	-1
35	CCOC(CNC(=O)c1ccc2c(c1)ncn2-c1ccc(F)c(F)c1)OCC	11	-2	-10	12	2	2	-7	-3	-8	-6	-14
36	Cc1ccccc1NC(=O)Cc1nnc(SCC(=O)NC2CCCCC2)n1C	12	-2	6	-2	6	4	-4	0	4	-3	3
37	COc1ccccc1N1CCN(Cc2ccc(Br)o2)CC1	-4	-6	-4	5	-8	-16	3	-7	-1	2	4
38	COc1cccc(CN(Cc2cccnc2)S(=O)(=O)c2ccc(-n3cnnn3)c(C)c2)c1	4	5	2	12	22	10	1	-9	-17	-18	-3
39	COc1ccc(CC(=O)NCC(=O)N/N=C/c2ccc(C)o2)cc1	2	-5	-5	-6	12	-9	-18	-1	-9	0	-2
40	Cc1ccc(S(=O)(=O)NC(C(=O)N2CCOCCOCCOCCOCC2)C(C)C)cc1 (stereo unspecified)	1	-3	0	3	-6	3	-2	1	-19	6	-2
41	CCN(CC)CCNC(=O)Cn1nc(-c2ccccc2)c2ccccc2c1=O	15	-3	8	1	3	2	11	0	-5	-5	2

Ordered by the number under NR5A2 inv ag (falling): three from the list above
| # | compound | NR5A2 inv ag |
| --- | --- | --- |
| 31 | CCN(CC)CCc1c(C)[nH]c(C(=O)OCc2ccccc2)c1C | 16 |
| 34 | COc1ccc([N+](=O)[O-])cc1-n1cnnn1 | 6 |
| 35 | CCOC(CNC(=O)c1ccc2c(c1)ncn2-c1ccc(F)c(F)c1)OCC | 2 |

Screens (PubChem BioAssay)

Some of the compounds tested; count on the stated rates, not on these rows.
